# Compound activity from PubChem.
# GPR151 activ = activates the human receptor GPR151 | AID 1508602 | 650,000 tested, 1% active | PathHunter beta-arrestin GPR151 cells, luminescence | activation, % at 11.2 µM; in the data active means activation above about 4.9%;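 further: 0% = median of compound wells and 100% = cells with positive control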
# Target sequence (Q8TDV0 whole entry, looked up): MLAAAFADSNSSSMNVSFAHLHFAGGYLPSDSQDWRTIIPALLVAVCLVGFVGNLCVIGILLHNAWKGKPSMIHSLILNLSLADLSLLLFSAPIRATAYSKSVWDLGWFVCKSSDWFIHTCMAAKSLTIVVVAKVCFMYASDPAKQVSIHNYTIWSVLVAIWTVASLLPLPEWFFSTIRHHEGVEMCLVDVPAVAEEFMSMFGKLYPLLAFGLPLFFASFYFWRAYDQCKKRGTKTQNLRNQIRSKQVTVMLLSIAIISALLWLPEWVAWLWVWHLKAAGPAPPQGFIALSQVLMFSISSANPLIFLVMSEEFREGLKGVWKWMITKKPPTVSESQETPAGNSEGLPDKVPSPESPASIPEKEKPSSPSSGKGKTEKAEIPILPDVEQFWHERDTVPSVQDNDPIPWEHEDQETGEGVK
# FBW7 act = activators of human E3 ligase FBW7; Q969H0; AlphaScreen FBW7–phospho-cyclin E peptide binding, activator screen; normalized activity (activation), % at 26.1 µM; 650,000 tested, 0.13% active; in the data active means normalized activity above about 1.9%;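 further: purified mutant Fbw7 with reduced substrate affinity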
# MITF inh = blocks human microphthalmia-associated transcription factor; O75030; AlphaScreen MITF homodimerization, bead proximity signal; inhibition, % at 2.6 µM; 650,000 tested, 0.91% active; AID 1259374; in the data active means inhibition above about 50%;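 further: 0% = vehicle wells with protein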
# Target sequence (O75030 whole entry, looked up): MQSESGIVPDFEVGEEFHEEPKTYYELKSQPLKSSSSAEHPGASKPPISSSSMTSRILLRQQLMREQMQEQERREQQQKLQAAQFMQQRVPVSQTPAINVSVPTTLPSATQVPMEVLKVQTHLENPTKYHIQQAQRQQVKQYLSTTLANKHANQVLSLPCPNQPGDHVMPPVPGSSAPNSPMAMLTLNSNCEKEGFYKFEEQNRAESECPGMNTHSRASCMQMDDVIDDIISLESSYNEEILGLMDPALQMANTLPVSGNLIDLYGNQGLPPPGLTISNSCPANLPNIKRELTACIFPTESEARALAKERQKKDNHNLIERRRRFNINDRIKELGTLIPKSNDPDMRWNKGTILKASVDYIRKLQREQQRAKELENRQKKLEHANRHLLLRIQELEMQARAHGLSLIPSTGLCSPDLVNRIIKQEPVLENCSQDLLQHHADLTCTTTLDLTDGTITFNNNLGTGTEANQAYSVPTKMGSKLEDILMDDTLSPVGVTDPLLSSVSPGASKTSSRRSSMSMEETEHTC
# TEAD-YAP block = TEAD-YAP interaction inhibition; AID 1259422; inhibition, % at 9.12 µM; 640,000 tested, 1.4% active; HEK-TIYL cells, TEAD-Gal4/YAP UAS-luciferase luminescence; in the data active means inhibition above about 32%;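 further: 0% = median of test compound wells and 100% = reference inhibitor wells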
# Numbers without * were called inactive. Outcome played no part in choosing rows. About 3.5% of those tested had a hit in this group.
smiles	GPR151 activ	FBW7 act	MITF inh	TEAD-YAP block
COc1cccc(-c2csc(N3CCN(C(=O)Nc4ccccc4OC)CC3)n2)c1	2.2	-0.1	12.1	-16.1
O=C1OC(c2ccc3c(c2)OCO3)=N/C1=C\c1ccc2ccccc2c1	0.4	-0.1	-0.1	-9.8
CCCc1ccc(C(=O)N2CCC(c3c(S(C)(=O)=O)cnc4ncnn34)CC2)o1	1.4	0.1	2.5	9.3
O=C(NC(n1c(=O)cc[nH]c1=S)C(Cl)(Cl)Cl)c1ccccc1 (stereo not given)	0.1	0.0	-5.3	-2.7
Cc1ccc(NC(=O)CCS(=O)(=O)c2ccc3c(c2)SC(C)C(=O)N3)c(C)c1 (stereo not given)	0.2	0.3	11.5	-4.3
O=[N+]([O-])c1ccc(OS(=O)(=O)c2ccc3ccccc3c2)c2ncccc12	1.0	-1.7	1.9	48.2*
Cc1cc2c(o1)c1cnn(CC(=O)N3C(C)CCCC3C)c(=O)c1n2C (stereo not given)	-0.6	-0.1	0.3	7.4
O=C(NCCOc1ccc(F)cc1)c1cc(-c2cccs2)[nH]n1	2.1	0.1	-10.7	-16.0
CCOc1c(CC)cnc2c1c(=O)n(CC(=O)NCCOC)c(=O)n2C	0.0	0.5	22.3	-9.7
CCN(C(=O)NS(=O)(=O)c1ccc(C)cc1)c1ccccc1	0.0	-0.2	-6.3	-3.9
COc1ccc(C(=O)N2CCCC(c3nc(-c4ccc(F)cc4)no3)C2)c(OC)c1 (stereo not given)	-0.9	0.4	-1.4	25.1
COc1ccc(C2=N/C(=C\c3ccc(Cl)cc3Cl)C(=O)O2)c(Cl)c1	-0.2	-0.1	2.1	7.3
COc1ccccc1OCC(=O)Nc1ccc(-c2nc3ccccc3[nH]2)cc1	-1.1	-0.2	-8.0	-39.8
COc1ccc(-c2nnc(NC(=O)Nc3ccc(Cl)cc3)s2)cc1	1.1	0.1	2.7	0.9
O=C(c1cccnc1)C1CCN(C(=O)Cc2ccccc2O)CC1	-1.1	0.8	4.5	2.7
COc1ccccc1C1CN(CCNC(=O)c2cc(C)[nH]n2)Cc2ccccc2O1 (stereo not given)	-1.3	-0.1	8.8	-8.2
CC(=O)Nc1ccc(CN2CCCC(c3ccn[nH]3)C2)cc1 (stereo not given)	0.4	0.1	12.3	4.1
O=C1C2ON(c3ccc(Cl)cc3)C(c3ccco3)C2C(=O)N1c1ccccc1 (stereo not given)	-1.0	0.1	-12.4	9.2
Cc1cccn2cc(CCNC(=O)COc3ccccc3)nc12	-2.5	0.2	0.0	7.6
CC1=C(C(=O)Nc2ccc(F)cc2)C(c2ccsc2)C2=C(CC(C)(C)CC2=O)N1 (stereo not given)	1.5	0.1	-15.1	-7.0
COc1cc(C2C(=O)N(C3CCC(C)CC3)CC(=O)N2Cc2ccccc2)ccc1OC(C)C (stereo not given)	0.6	0.1	10.9	15.9
O=C1NC(=O)N(c2cccc(Cl)c2)C(=O)/C1=C/c1ccc(O)cc1	-1.2	-0.5	2.8	19.3
C=C(C)Cn1c(SCC(=O)N(CC)CC)nc2ccccc2c1=O	-0.8	-0.1	5.5	3.5
O=C(NCCc1c[nH]c2ccccc12)C(=O)NCc1ccc(Cl)cc1	0.3	0.0	-7.8	-1.7
COc1ccc(/C=C/C(=O)Nc2ccc(S(=O)(=O)NC(C)(C)C)cc2)cc1	4.8	0.3	14.4	7.5
Cc1c(NC(=O)/C=C/c2ccccc2)c(=O)n(-c2ccccc2)n1C	-0.5	0.1	-6.6	11.9
CC(C)(C)NC(=O)/C=C/c1ccc(Br)o1	-0.1	-0.2	3.6	-26.1
Cc1cc(N2CCN(C(c3ccccc3)c3ccccc3Cl)CC2)n2c(nc3ccccc32)c1C#N (stereo not given)	0.0	0.2	4.1	6.5
Cc1ccc(-c2noc(CCC(=O)N3CCCCC3)n2)cc1	0.4	0.2	8.7	-3.0
C/C(=N\NC(=O)c1ccccc1I)c1ccccc1O	0.3	-0.2	-1.5	-20.6
COc1cc(-c2nc3cnccn3c2NCc2ccc3c(c2)OCO3)ccc1O	-0.6	0.2	3.6	-0.6
CCCCNC(=O)c1ccc2c(c1)NC(=O)C(CS(=O)(=O)Cc1ccc(F)cc1)N2 (stereo not given)	-0.3	0.6	5.9	14.3
C=CCc1cccc(/C=N\NC(=O)Cc2cccs2)c1O	-1.2	-0.2	5.7	1.4
COC(=O)C1=CN(C)C=C(C(=O)OC)C1c1cccc(Br)c1	1.0	-0.1	-0.9	-7.4
c1ccc(-c2nc3c4ccccc4nc(NCC4CCCO4)n3n2)cc1 (stereo not given)	1.3	0.1	5.0	12.5
O=C(CCc1ccccc1)Nc1ccccc1[N+](=O)[O-]	0.5	-0.1	17.3	-29.4
CCOC(=O)c1ccc(NC(=S)Nc2ccsc2C(=O)OC)cc1	5.7*	-0.3	-1.6	-10.7
CN(C)c1ccc(C(C(=O)NC2CCCC2)N(Cc2ccco2)C(=O)c2ccco2)cc1 (stereo not given)	-0.7	-0.1	-14.9	14.9
O=C(NC1CCCCC1)c1cc2n(n1)C(C(F)(F)F)CC(c1ccc3c(c1)OCO3)N2 (stereo not given)	-0.3	0.1	25.6	-0.5
NC(=O)C1CCN(S(=O)(=O)c2cc(C(=O)Nc3ccccc3Cl)ccc2F)CC1	-0.2	0.4	15.4	7.4
COc1ccc(-c2noc(CNC(=O)COc3cc(C)c(Br)c(C)c3)n2)cc1	4.3	-0.1	3.7	3.4
Cc1ccc(CNCC(=O)Nc2ccc(N3CCCC3)cc2)cc1	-0.8	0.0	5.1	7.2
O=C(CSc1nncc(=O)[nH]1)Nc1cccc(F)c1	1.4	0.4	10.5	11.8
Nc1cc(-c2ccc(N3CCOCC3)nc2)ncn1	-1.2	0.1	10.6	-18.4
Cc1cccc(C)c1NC(=O)C(=O)NCCC1CCCCN1S(=O)(=O)c1cccs1 (stereo not given)	3.7	0.0	7.9	-4.9
CCOC(=O)N1CCc2[nH]c3ccccc3c2C1	1.2	-0.1	7.5	-16.9
CC(=O)c1ccccc1NS(=O)(=O)c1ccc2c(c1)OCCO2	-1.3	-0.1	-4.6	-0.6
O=C(O)COc1ccc(-c2ccccc2)cc1	-2.5	0.1	-1.9	1.4
CN1CCc2nc(SCC(=O)OCc3ccccc3)c(C#N)c(-c3ccccc3)c2C1	0.5	0.0	6.6	-1.9
Cc1cc2cc(CN(Cc3ccco3)Cc3nnnn3CC3CCCO3)c(=O)[nH]c2cc1C (stereo not given)	-0.8	0.8	11.4	2.7
CN(c1ccccc1)S(=O)(=O)c1ccc(C(=O)N=c2sc3ccccc3n2C)cc1	-1.4	0.3	18.9	-12.7
O=C(C1CCCO1)N1CCN(C(=S)Nc2ccc(Cl)cc2)CC1 (stereo not given)	-0.7	0.0	-1.5	1.6
Cc1c(C(=O)NC2CCCCC2)sc2ncnc(N(C)c3ccccc3)c12	-1.0	0.0	4.8	6.8
COc1cc(-c2nc3sc4c(c3c(=O)[nH]2)CCCC4)ccc1OCCSc1ccc(C)cc1	-0.3	-0.1	13.9	7.5
CC(C)n1cnc2c(NC3CC3)nc(-c3ccccc3)nc21	-0.3	0.0	-3.4	0.7
COc1ccc(C(=O)N2CC[C@H]3[C@H](CCC(=O)N3Cc3cccc(F)c3)C2)c(OC)c1	0.5	0.3	7.1	-30.7
N#Cc1ccc(C(=O)N2CCN(c3ccc(F)cc3)CC2)c(F)c1	0.0	-0.1	-2.5	-4.4
CN(CC1COCCO1)c1nc2nonc2nc1NC1CCCC1 (stereo not given)	4.8	0.1	8.3	-9.1
CCOC(=O)c1cnc2ccc(OCC)cc2c1Nc1ccc(OC)cc1	-0.2	-0.2	7.1	-8.5
CN1CCC[C@@H]1CCO[C@](C)(c1ccccc1)c1ccc(Cl)cc1	-0.5	-0.1	22.6	-3.9

# Further structures.
smiles	GPR151 activ	FBW7 act	MITF inh	TEAD-YAP block
COC(=O)c1cn[nH]c1NC(=O)CSc1nc2[nH]ncc2c(=O)n1-c1ccccc1OC	0.2	0.0	-5.2	-13.0
COc1ccc(-c2nnc(Nc3ccc(S(=O)(=O)Nc4nccs4)cc3)c3ccccc23)cc1	-0.7	-0.1	11.9	-1.6
CC(Nc1ccc(Oc2ccccc2)cc1)C(=O)N1CCCCC1 (stereo not given)	-0.1	-0.1	10.2	-1.4
CC(C)c1ccc(NC(=O)CSc2nc3ccncc3[nH]2)cc1	-0.5	-0.3	-11.3	-1.1
CC(C)[C@@H](Cn1nnc2ccccc21)NC(=O)Cc1nn(C(C)C)c(=O)c2ccccc12	-0.1	0.1	1.8	2.2
CC(=O)c1ccc(-c2cc(F)cc3c2OC(CNC(=O)CSc2ncccn2)C3)s1 (stereo not given)	0.8	0.3	-3.9	4.6
Cc1nc(C)n(-c2ccc(Nc3nccc(-c4cccc(-n5ccnc5)c4)n3)cc2)n1	0.3	1.3	25.6	26.4
COc1ccc(OCC(=O)N/N=C/c2ccccc2OC(=O)c2ccc([N+](=O)[O-])cc2)cc1	-0.2	-0.3	2.6	3.8
O=C(COc1cccc(C(=O)O)c1)Nc1ccccc1Cl	-6.3	0.2	11.6	-21.8
O=C(COc1ccccc1)N(Cc1ccsc1)C1CC1	2.3	-0.1	3.0	-2.2
C=CCn1c(C(NC(=O)c2cccc(C)c2)C(C)C)n[nH]c1=S (stereo not given)	0.5	-0.1	-1.4	-2.2
COc1ccccc1C(=O)N1CCC(N2CCOCC2)CC1	2.1	0.0	39.6	0.9
O=C(O)/C=C/C(=O)Nc1cc([N+](=O)[O-])ccc1Cl	-0.4	0.0	10.5	-1.4
CN(C)C(=O)CSc1nc2ccc([N+](=O)[O-])cc2s1	-1.6	0.3	18.1	4.5
O=C1CC2(CCN(C(=O)NCc3ccccc3)CC2)Oc2ccccc21	-1.0	0.1	4.6	0.2
CCC(C)(C)NC(=O)CN(C(=O)c1csnn1)c1cccc(C)c1C	-1.0	0.1	7.0	-5.2
O=[N+]([O-])c1cc(S(=O)(=O)N2CCOCC2)ccc1Nc1ccc(F)cc1	-1.8	0.6	7.2	7.2
COCSc1ccc([N+](C)(C)C)cc1	-0.5	-0.1	1.0	3.3
COc1ccc2c(c1)C(C)=CC(C)(C)N2C(=O)CN1C(=O)CCC1=O	-1.2	0.3	11.4	1.4
COc1ccc(N2CCN(C3CCN(S(=O)(=O)c4ccc(F)cc4)CC3)CC2)cc1	0.4	0.3	9.3	-2.3
COc1ccc(C(=O)N/C(=C/c2ccc(Cl)cc2)C(=O)NCCCO)cc1	0.1	0.1	-28.6	2.3
CC1=NN(Cc2ccccc2Cl)C(=O)C1	-2.0	-0.1	10.1	8.1
COc1ccc(C(=O)Nc2ccccc2C(=O)Nc2ccccc2)cc1Br	1.0	-0.1	-1.3	-9.1
CCN(CC)C(=O)c1c[nH]c2ccc(S(=O)(=O)N(C)c3ccc(C)c(C)c3)cc2c1=O	1.3	0.2	4.3	17.8
CCCNC(=O)c1ccc(CNS(=O)(=O)c2ccc(Cl)cc2)cc1	-0.1	0.0	2.7	-9.7
Cc1cc(=O)n2[nH]c(NCc3ccccc3C)nc2n1	-0.7	-0.1	0.9	-9.4
CCCOC(=O)C[n+]1csc2ccccc21	-0.3	-0.6	4.6	9.9
Cc1ccc([N+](=O)[O-])cc1NS(C)(=O)=O	2.3	0.0	3.6	-2.4
Cc1ccc(OCC(=O)NNC(=O)C2CCN(c3nccc(C)n3)CC2)cc1	-1.8	0.7	11.0	0.8
CCOC(=O)C1CCN(C(=O)CNC(=O)Cn2cnc3sc4c(c3c2=O)CCCC4)CC1	0.5	0.1	8.4	4.3

# Two entries from above, with two lines to a compound:
# The line under a structure holds: GPR151 activ, FBW7 act, MITF inh, TEAD-YAP block
- COc1ccccc1C(=O)N1CCC(N2CCOCC2)CC1
→ 2.1, 0.0, 39.6, 0.9
- COc1ccc(-c2nnc(Nc3ccc(S(=O)(=O)Nc4nccs4)cc3)c3ccccc23)cc1
→ -0.7, -0.1, 11.9, -1.6

# New compounds follow:
smiles	GPR151 activ	FBW7 act	MITF inh	TEAD-YAP block
CCOC(=O)C(NC(C)=O)C(=O)Nc1ccc(C)cc1C (stereo not given)	2.3	-0.1	2.8	4.9
COc1cccc(C2=N/C(=C\c3sccc3C)C(=O)O2)c1	-0.1	0.0	12.4	9.8
CC(=O)N1CCN(Cc2ccccc2)CC1C(=O)N1CCCC1 (stereo not given)	3.1	0.0	-3.8	5.0
CCOC(=O)C1=C(C)N=c2s/c(=C\c3ccc(-c4ccc(Cl)cc4Cl)o3)c(=O)n2C1c1ccc(C)cc1 (stereo not given)	1.5	0.3	6.0	4.0
CC(C)n1cnc2c(Nc3ccc(N4CCOCC4)cc3)nc(Nc3ccccc3)nc21	1.0	-0.1	5.5	19.2
CC(C)CCN1CCc2nnc(C(C)NC(=O)CCc3ccccc3)n2CC1 (stereo not given)	-0.5	0.2	8.5	9.9
COc1ccccc1NC(=O)c1cc2c(CO)cnc(C)c2oc1=N	-0.6	-0.1	1.5	0.4
CC(=O)c1c(OCC(=O)Nc2ccc(F)c(F)c2F)ccc2c(C)cc(=O)oc12	2.0	-0.1	-5.5	12.5
C/C(=N\Nc1ccc([N+](=O)[O-])cc1)c1ccc(-n2nncc2C)cc1	1.2	0.1	1.2	1.2
Cc1ccc(S(=O)(=O)NCCc2ccc(F)cc2)cc1	0.3	0.1	19.1	0.8
